Bioassay records deposited in PubChem BioAssay by National Center for Advancing Translational Sciences (NCATS).
HP1b binding inh – HTS for Inhibitors of HP1-beta Chromodomain Interactions with Methylated Histone Tails | Potency, µM (series often up to 114 µM), for inactives: top-dose activity change, negative = inhibition, most hits filed as inhibitors | AlphaScreen HP1-beta / biotin-H3K9me3 peptide binding | Chromobox protein homolog 1 (Homo sapiens), P83916 | 390,000 tested, 0.56% active; note: potency is the fitted concentration of half-maximal effect; nearly all actives have a fitted effect of over 70% in size; inactives centre near 23
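HP1-beta protein (50 nM final) preincubated 30 min at room temperature with biotinylated H3(1-18)K9me3 peptide (50 nM) in PBS pH 7.4, 0.01% Tween-20, then compound added for 30 min. AlphaScreen streptavidin donor/nickel chelate acceptor beads (10 ug/mL final), 30 min dark, luminescence read.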
BAZ2B inh – qHTS Assay for Inhibitors of BAZ2B. Bromodomain adjacent to zinc finger domain protein 2B (Homo sapiens), Q9UIF8. AlphaScreen BAZ2B-H3K14Ac peptide displacement. Potency, µM (titrated, usually from 114 µM), for inactives: top-dose activity change, negative = inhibition, usual class: inhibitors. 360,000 tested, 4.4% active. AID 504333, 2011; note: potency is the fitted concentration of half-maximal effect; % is set by controls: 0 for no effect and ±100 for the full control effect; nearly all actives have a fitted effect of over 60% in size
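AlphaScreen displacement of biotin-H3(5-23)K14Ac peptide (50 nM final) from BAZ2B (50 nM final) in PBS pH 7.4, 0.01% Tween-20; complex preformed 30 min RT, then compounds (top 110 uM) 30 min RT, beads 20 min dark.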
PI4K2A inh – qHTS for small molecular inhibitors of PI4K2A. Phosphatidylinositol 4-kinase type 2-alpha (Homo sapiens), Q9BTU6. purified PI4K2A, ADP-Glo luminescence, 1 h; active compounds read low. activity change, negative = inhibition, % at 76.9 µM. 420,000 tested, 0.13% active. AID 1346378, 2018; in the data active = activity change below about -50%; inconclusive = mostly about -30% to -49%;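 note: -100% = wells without enzyme as full effect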
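In this quantitative HTS, ADP production by PI4K2A was quantified luminescently after 1 h at ambient temperature; 100 microM adenosine served as plate-quality control.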
ALOX12 inh – Primary qHTS assay for inhibitors of human arachidonate 12S-lipoxygenase (ALOX12): Round 2; 580,000 tested, 1.1% active; AID 1671190, 2021; Potency, µM (doses to about 108 µM), without a hit: at the highest dose activity change, negative = inhibition, usual class: inhibitors; purified 12hLO, xylenol orange hydroperoxide absorbance; note: potency is the fitted concentration of half-maximal effect; % is set by controls: 0 for no effect and ±100 for the full control effect
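Hydroperoxide product was detected by ferrous iron/xylenol orange as the 573 to 405 nm absorbance ratio. Arachidonic acid at 40 uM (final) was turned over for 30 min at room temperature by 150 nM human 12hLO, pH 7.0 Hepes buffer, after 15 min compound preincubation.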
JMJD2A Tudor – qHTS Assay for Inhibitors of JMJD2A-Tudor Domain; AlphaScreen JMJD2A-Tudor / H3K4me3 peptide binding; AID 504339, 2011; 390,000 tested, 4.4% active; Potency, µM (series often up to 114 µM), for the others: at the top dose activity change, negative = inhibition, actives largely listed as inhibitors; note: potency is the fitted concentration of half-maximal effect; % is set by controls: 0 for no effect and ±100 for the full control effect; nearly all actives have a fitted effect of over 50% in size
GLS inhibitor – qHTS for Inhibitors of Glutaminase (GLS). Glutaminase kidney isoform, mitochondrial (Homo sapiens), O94925. GLS enzymatic activity, qHTS titration. Potency, µM (titrated, usually from 45.5 µM), inactives show at the top dose activity change, negative = inhibition, hits mostly inhibitors. 410,000 tested, 0.21% active; note: potency is the fitted concentration of half-maximal effect; % is set by controls: 0 for no effect and ±100 for the full control effect
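hKGA; 45 mM KH2PO4 pH 8.2 + 0.02% Tween-20; cpd via pin tool; 1 mM Gln soln; GluOx/HRP/Amplex Red; RT 30 min; fluor. t0 & final.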
RGS4 inhibitor – Inhibitors of Regulator of G Protein Signaling (RGS) 4: qHTS; Regulator of G-protein signaling 4 (Homo sapiens), P49798; Transcreener GDP fluorescence polarization, RGS4-accelerated GTP hydrolysis; Potency, µM (series often up to 114 µM), without a hit: at the top dose activity change, negative = inhibition, most hits filed as inhibitors; 390,000 tested, 0.039% active; AID 504845, 2011; note: potency is the fitted concentration of half-maximal effect; % is set by controls: 0 for no effect and ±100 for the full control effect; nearly all actives have a fitted effect of over 75% in size; some results filed as inactive show a strong effect at the top dose
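MLSMR compounds (23 nl, pin-transferred) preincubated 10 min at room temperature with a 500nM (2x) first reagent, then RGS4 at 900nM (2x) plus Transcreener GDP mix added; fluorescence polarization (620/688 nm) read before and after 90 min at 30 °C.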
ERG Ets-DNA blk – qHTS for Small Molecule Inhibitors of the ERG Ets/DNA interaction; AID 624246, 2012; 370,000 tested, 0.028% active; Potency, µM (highest dose often 76.9 µM), for inactives: at the highest dose FP activity, negative = inhibition, usual class: inhibitors; Transcriptional regulator ERG (Homo sapiens), P11308; fluorescence polarization, His-ERG Ets domain / labelled DNA; active = well fitted inhibition curve with a large enough effect in the polarisation, with a control signal flat; inconclusive = small, poorly fitted or top-dose-only effect, or effect the other way, or a change in a side signal; inactive = no such curve, though single readings can be large or run the other way; the % refers to the polarisation;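 note: polarization taken with two DNA probes labelled with fluorescein and Texas red; potency is the fitted concentration of half-maximal effect; % of control where 0% means no effect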
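His-tagged ERG Ets domain (1 uM in the protein solution; 300mM KCl, 50mM Tris-HCl, 1mM EDTA, 1mM DTT, pH 7.5) received compound, then a probe mix of 5 nM fluorescein-DNA and 100nM Texas-615-DNA. Fluorescence polarization was read for both dyes.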
G9a inh – qHTS Assay for Inhibitors of Histone Lysine Methyltransferase G9a; 350,000 tested, 8.8% active; G9a H3K9 monomethylation, AlphaScreen, 2 h; Histone-lysine N-methyltransferase EHMT2 (Homo sapiens), Q96KQ7; Potency, µM (series often up to 102 µM), for the others: top-dose activity, negative = inhibition, hits mostly inhibitors; AID 504332, 2011; note: potency is the fitted concentration of half-maximal effect; % is set by controls: 0 for no effect and ±100 for the full control effect; nearly all actives have a fitted effect of over 75% in size
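AlphaScreen detection with an anti-monomethyl H3K9 antibody quantified product after a 2 h room-temperature reaction containing 500 nM biotinylated H3K9 peptide, 20 µM SAM and 20 nM enzyme, which had been preincubated 15 min with compound.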
* marks the source's active call; other numbers are inactive results; u = inconclusive; x = no result given; & = joins results of further samples; [ ] = dose if it differs, or a comment. Unless noted, calls come from the whole dose curve; as a rule, active = well fitted curve in the direction sought with a large enough effect; inconclusive = small, poorly fitted or top-dose-only effect, or another doubt; inactive = no such curve, though single readings can be large; an effect the other way counts as inactive or inconclusive. These rows are one share of the data (hit frequency here may not be typical).

Values run as follows: HP1b binding inh	BAZ2B inh	PI4K2A inh	ALOX12 inh	JMJD2A Tudor	GLS inhibitor	RGS4 inhibitor	ERG Ets-DNA blk	G9a inh
1) O=C(COC(=O)Cc1cccc(C(F)(F)F)c1)NC1CCS(=O)(=O)C1 (stereo not drawn)
    15%	-4%	2	12%	-14%	6%	10%	-1%	20%[0.501 µM]
2) COc1ccc(S(=O)(=O)N(C)C)cc1NC(=O)CSc1nncs1
    39%[activator]	0%	-2	1%	-9%	-12%	-15%	15%	1%
3) Cc1c(C(=O)NCc2cccnc2)oc2ccc(S(=O)(=O)N3CCCCCC3)cc12
    21%	-4%	-1	-2%	-2%	0%	-2%	5%	u
4) CCCCOCCCNC(=O)N[C@@H](CCSC)C(=O)OC
    15%	0%	1	3%	-4%	2%	32%	0%	3%
5) O=C1CC(c2ccccc2)CC2=C1CN(C1CCCCC1)CN2 (stereo not drawn)
    16%	-8%	2	-10%	-14%	0%	-35%	-1%	5%[12.7 µM]
6) Cc1ccccc1S(=O)(=O)Cc1ccc(C(=O)NCCCOC(C)C)o1
    41%[activator]	-3%	-3	-10%	1%	1%	-23%	-1%	2%[59 µM]
7) O=C(NCC1(O)CCCCC1)C1CCC(=O)N(Cc2ccccc2F)C1 (stereo not drawn)
    0%	4%	-1	163%[activator]	-12%	4%	13%	0%	37%
8) CC1CCOC2(O1)C(=O)N(CN1CCN(c3cccc(Cl)c3)CC1)c1ccccc12 (stereo not drawn)
    36%	-28%	0	6%	-17%	3%	6%	-7%	9%
9) Cc1ccc(C(=O)C2CCOC(C)(C)C2)cc1 (stereo not drawn)
    42%[activator]	-10%	-5	3%	3%	-1%	-17%	-8%	6%
10) CCn1nc(NC(=O)c2ccncc2)c2cc3ccccc3nc21
    75%[activator]	-5%	1	-5%	3%	2%	3%	-5%	15%[2.33 µM]
11) CCOc1ccc(C)cc1S(=O)(=O)NC1CCCCCC1
    47%[activator]	14%	3	0%	0%	0%	15%	-8%	135%[activator]
12) CC(C)CNC(=O)c1cccc(NC(=O)C2CCCO2)c1 (stereo not drawn)
    55%[activator]	7%	14	2%	-4%	2%	-19%	3%	-17%[12.7 µM]
13) COc1ccccc1NC(=O)CN1CCN(CC(=O)Nc2ccc(C)c(F)c2)CC1
    38%	-14%	1	-1%	-11%	-2%	3%[56.9 µM]	10%	18%[0.501 µM]
14) O=C1CCCC(=O)N1c1ccc(N2CCN(c3ccccc3)CC2)c([N+](=O)[O-])c1
    -14%	-38%	3	4%	-10%[57.1 µM]	19%	6%	-3%	-10%
15) COc1ccc(C(C(=O)NC2CCCCC2)N(C(=O)c2ccco2)c2ccccc2C(C)=O)cc1OC (stereo not drawn)
    17%	-9%	-4	4%	-19%	17%	7%	-3%	-1%
16) O=C(N/N=C/c1ccccn1)C12CC3CC(CC(C3)C1)C2
    18%	4%	1	16%	6%	0%	-1%	6%	19%[59 µM]
17) CC(=O)c1ccc(NC(=O)c2ccn[nH]2)cc1
    15%	6%	u	-3%	-7%[57.1 µM]	2%	37%	-1%	6%
18) c1csc(-c2nnc(COc3ncnc4sccc34)o2)c1
    27%	0%	-1	14%	-15%	1%	15%	2%	0%[59 µM]
19) COc1ccc(-n2cc(C(=O)N(C)c3cc(C)ccc3OC)c3ccccc3c2=O)cc1
    25%	u	-5	-10%	-13%	-6%	-2%	3%	u
20) CC/C(=N\N=C1\SC(C)C(=O)N1Cc1ccco1)c1ccccc1 (stereo not drawn)
    27%	9%	3	20%	-8%	18%	-8%	-2%	27%[59 µM]

Down the list, as entered above.
JMJD2A Tudor, entries 8–11 → -17%, 3%, 3%, 0%
BAZ2B inh, entries 8–11 → -28%, -10%, -5%, 14%

Continuation:
Values run as follows: HP1b binding inh	BAZ2B inh	PI4K2A inh	ALOX12 inh	JMJD2A Tudor	GLS inhibitor	RGS4 inhibitor	ERG Ets-DNA blk	G9a inh
21) CSc1ncccc1C(=O)OCC(=O)c1ccccc1Br
    101%[activator]	81%[activator]	-1	6%	76%[activator]	0%	-7%	-9%	71%[activator]
22) CC(=O)OCC(=O)[C@@]1(O)CC[C@H]2[C@@H]3CCC4=CC(=O)CC[C@]4(C)[C@H]3[C@@H](O)C[C@@]21C
    30%&21%	8%&9%	2&2	3%&4%	-3%&-17%	-5%&-1%	-8%&2%	u	10%[59 µM]
23) COCCCNC(=O)CN1C(=O)CSc2ncccc21
    44%[activator]	11%	5	18%	-6%	5%	-4%	-3%	7%[59 µM]
24) Cc1ccc(S(=O)(=O)N2CCN(C(=O)CCOc3ccccc3C)CC2)cc1C
    23%	11%	3	-5%	-5%	-3%	5%	-6%	-51%
25) O=C(COc1ccc(Cl)cc1)NCC(c1ccco1)S(=O)(=O)c1ccccc1 (stereo not drawn)
    24%	-1%	-3	-10%	-22%	5%	-5%	8%	-22%[59 µM]
26) Cc1ccc(-n2ncc3c(N4CCCCC4)ncnc32)cc1
    63%[activator]	72%[activator]	-17	u	17%	0%	23%	0%	7%[59 µM]
27) CCc1ccc(C2C3=C(CC(C)(C)CC3=O)Nc3c2c(=O)[nH]c2nc(C)nn32)cc1 (stereo not drawn)
    30%	-7%	-3	0%	7%	29%	4%	-14%	-4%
28) CCOC(=O)N1CCN(S(=O)(=O)c2ccc(C)cc2)C1c1ccc(OC)cc1 (stereo not drawn)
    19%	-33%	-1	-22%	-9%	0%	0%	5%	u
29) COc1ccc(NC(C)=O)cc1S(=O)(=O)Nc1ccccc1C(=O)N1CCCC1
    15%	-13%	-3	0%	-2%	-1%	-4%	-3%	-4%
30) CC(Oc1ccc(Cl)cc1Cl)c1nc(-c2ccc(NC(=O)c3cccnc3)cc2)no1 (stereo not drawn)
    30%	13%	9	-6%	-22%	-4%	-26%	-7%	0%[12.7 µM]
31) C/C(=C/c1oc2ccc(O)cc2c1[N+](=O)[O-])N(C)C
    2%	u	-7	0%	2%[57.1 µM]	-11%	-16%[11.4 µM]	-3%	79µM*
32) O=C(c1ccc(CN2CCOCC2)cc1)N1CCC(Cc2ccccc2)CC1
    25%	4%	3	-17%	-10%	5%	5%	0%	-1%
33) Cc1cccc(C(=O)N2CCC(c3nc4ccccc4s3)CC2)c1
    68%[activator]	1%	-3	-12%	-11%	-8%	-4%[56.9 µM]	19%	u
34) Nc1nc(Nc2ccc(Cl)cc2)c(NC=O)c(=O)[nH]1
    4%	x	-3	0%	u	29%	14%	8%	x
35) Nc1cc(N)nc(SCC(=O)NNC(=O)c2ccc(Cl)cc2)n1
    13%	-27%	9	0%	-11%	2%	16%	-5%	48%[12.7 µM]
36) CCNC(=O)NC(=O)COC(=O)CCCc1nc2ccccc2s1
    46%[activator]	-33%	3	-10%	-6%	-10%	-41%	-3%	2%
37) O=C1C(=O)N(CCCN2CCOCC2)C(c2ccc(F)cc2)/C1=C(\O)c1ccc2c(c1)OCCO2 (stereo not drawn)
    49%[activator]	-19%	-3	-24%	-8%	-5%	-5%[56.9 µM]	-2%	45µM*
38) CC(C)c1cccc(C(C)C)c1OCCCCN1CCCC1
    14%	7%	8	18%	-26%	0%	-11%	6%	u

Quoted from above (2 entries):
Values run as follows: HP1b binding inh	BAZ2B inh	PI4K2A inh	ALOX12 inh	JMJD2A Tudor	GLS inhibitor	RGS4 inhibitor	ERG Ets-DNA blk	G9a inh
34) Nc1nc(Nc2ccc(Cl)cc2)c(NC=O)c(=O)[nH]1
    4%	x	-3	0%	u	29%	14%	8%	x
35) Nc1cc(N)nc(SCC(=O)NNC(=O)c2ccc(Cl)cc2)n1
    13%	-27%	9	0%	-11%	2%	16%	-5%	48%[12.7 µM]

One compound at a time (already shown).
Results for O=C1C(=O)N(CCCN2CCOCC2)C(c2ccc(F)cc2)/C1=C(\O)c1ccc2c(c1)OCCO2 (stereo not drawn) → HP1b binding inh: 49%[activator]; BAZ2B inh: -19%; PI4K2A inh: -3; ALOX12 inh: -24%; JMJD2A Tudor: -8%; GLS inhibitor: -5%; RGS4 inhibitor: -5%[56.9 µM]; ERG Ets-DNA blk: -2%; G9a inh: 45µM*
Results for CCNC(=O)NC(=O)COC(=O)CCCc1nc2ccccc2s1 → HP1b binding inh: 46%[activator]; BAZ2B inh: -33%; PI4K2A inh: 3; ALOX12 inh: -10%; JMJD2A Tudor: -6%; GLS inhibitor: -10%; RGS4 inhibitor: -41%; ERG Ets-DNA blk: -3%; G9a inh: 2%
Results for Nc1nc(Nc2ccc(Cl)cc2)c(NC=O)c(=O)[nH]1 → HP1b binding inh: 4%; BAZ2B inh: x; PI4K2A inh: -3; ALOX12 inh: 0%; JMJD2A Tudor: u; GLS inhibitor: 29%; RGS4 inhibitor: 14%; ERG Ets-DNA blk: 8%; G9a inh: x
